# Cav3 T inh: blocks human Cav3.2 T-type calcium channel | Cav3.2-expressing cells, Fluo-4 calcium fluorescence FDSS; stronger effect = lower value | B-score at 10 µM | O95180 | 4% of 100,000 active | AID 449739;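 active = single-dose well whose peak fluorescence ratio is a statistical outlier from its plate by either plate-standardised score or position-corrected B-score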
# * hit, by the source's call.
SMILES,Cav3 T inh
CC1(C)Oc2ccc(C(=O)N3CCCC3)cc2N(CC(=O)NCc2ccccc2)C1=O,1.1
COc1ccc(CC(=O)n2nc(-c3ccc(Cl)cc3)nc2NCc2ccco2)cc1,-1.3
Cc1ccc(NC(=O)c2cnccn2)c(OC(F)F)c1,-0.3
CCC(C)NC(=O)C1c2cc(OC)c(OC)cc2C(=O)N(C)C1c1ccc(OC)cc1 (stereo not given),0.34
CCc1noc(C)c1C(=O)N1CC(C)OC(C)C1 (stereo not given),0.066
CC(C)OCCCN1CN(S(=O)(=O)c2ccc(Cl)cc2)c2nc3ccccc3nc21,0.097
CCN=C1SC(C(=O)Nc2ccccc2)CC(=O)N1CC (stereo not given),-0.13
CCOc1cc(CO)c(Br)cc1OCC(=O)O,0.06
O=C(O)CCC(=O)N1CCc2cc(S(=O)(=O)N3CC=C(c4ccccc4)CC3)ccc21,2.4
COc1ccc(Cc2c(O)nc(SCC(=O)N3CCCCCC3)[nH]c2=O)cc1,1.1
Cc1cccc(N(CC(=O)NC2CCCC2)C(=O)CCCC(=O)Nc2ccccn2)c1,0.34
CC(C)CCNC(=O)NC(=O)COC(=O)c1cc(S(=O)(=O)N2CCOCC2)ccc1N1CCCCC1,-0.18
CN(C)CC(C)(C)CNS(=O)(=O)c1ccc(Cl)c(Cl)c1,0.74
CCOC(=O)/C(=N\NC(=O)c1ccccc1)c1ccccc1,-0.05
CCNC(=S)NNC(=O)c1csc2c1CCC(C)C2 (stereo not given),-0.046
COc1ccc(Cl)cc1NC(=O)CN(c1ccccc1)S(=O)(=O)N(C)C,-10*
CC(=O)c1cccc(NC(=O)Cn2cc3c(n2)CCCC3)c1,-0.3
COC(=O)c1ccc(OCC(O)Cn2nnc3ccccc32)cc1 (stereo not given),0.29
O=C(CCc1nc2ccccc2[nH]1)Nc1ccc2c(c1)OCO2,-0.21
Cc1nnc(NC(=O)CSc2nnc(Cc3cccn3C)n2CCc2ccccc2)s1,0.38
CC1CCc2c(C(=O)Oc3cccc(-n4cnnn4)c3)csc2C1 (stereo not given),-1.6
CCOC(=O)C1CCN(C(=O)CNS(=O)(=O)c2ccc(Br)s2)CC1,-2
Cc1cc(C(=O)OCC(=O)Nc2cc(C(F)(F)F)ccc2N2CCOCC2)c(C)o1,-2.6
COc1cc(NS(=O)(=O)c2ccc(NC(=O)COc3ccccc3Cl)cc2)nc(OC)n1,1.5
Cn1c(=O)c2c(nc(NCCCN3CCOCC3)n2Cc2cccc(Cl)c2)n(C)c1=O,0.49

# Later entries
SMILES,Cav3 T inh
CCOC(=O)Cc1csc(NC(=O)CSc2nnc(-c3cccnc3)n2Cc2ccco2)n1,-0.068
CCCCOC(=O)C1[C@H]2C(=O)N(Cc3cccs3)C[C@]23C=C[C@H]1O3 (stereo not given in full),0.11
CCc1c(C)c2c(C)nn(-c3ccccc3)c2oc1=O,-0.94
Cn1c(=O)cc(OCCCC(=O)NCc2ccco2)c2ccccc21,-0.68
COc1cc(/C=C2\SC(=S)N(Nc3ncc(C(F)(F)F)cc3Cl)C2=O)cc(OC)c1OC,-1.5
Cc1ccc(C(=O)c2cc3ccccc3o2)cc1C,-0.61
FC(F)(F)c1ccc(-n2ccnc2)nc1,0.42
c1ccc(Cn2c(-c3cccs3)nc3nc4ccccc4nc32)cc1,0.29
Cc1nnc(-c2cccc(Br)c2)c2cn(-c3ccc(Br)cc3)nc12,0.27
N#Cc1c(N)nc2c(c1N)CC(=O)N2c1ccccc1-c1ccccc1,1.1
CN(Cc1ccccc1)Cc1nc2c([nH]1)c(=O)n(C)c(=O)n2C,0.26
Cn1c(NCCCO)nc2c1c(=O)n(Cc1ccccc1F)c(=O)n2C,-1.2
COc1ccc(CSc2nc3ccccc3[nH]2)cc1,-0.084
CCn1c(SCc2ccc(F)cc2)nnc1-c1nn(-c2ccccc2)ccc1=O,1.1
CCCCCC(=O)N1CCN(CCN=CC2=C(O)CC(c3ccc(OC)cc3)CC2=O)CC1 (stereo not given),-0.43
Cc1ccc(C2CC(c3cccc(Br)c3)n3nc(N)nc3N2)cc1 (stereo not given),-0.16
O=C(CN1CCC(O)(c2ccc3c(c2)OCO3)CC1)N1CCOCC1,1
COc1ccc(NC(=S)NC(NC(=O)/C=C/c2ccccc2)C(Cl)(Cl)Cl)cc1 (stereo not given),-2.7
Cc1ccc(CSCCNC(=O)/C=C/c2ccccc2Cl)cc1,-1.5
CC1(C)Cc2c(sc(NC(=O)C(C)(C)C)c2C#N)C(C)(C)N1,0.51
Cc1ccc(-c2csc(NCCc3nc4cc(Cl)c(Cl)cc4n3CCOCCO)n2)cc1,-0.91
CS(=O)(=O)N1CCC(C(=O)Nc2ccc3c(c2)OCCO3)CC1,0.28
CC(C)Cc1c(O)nc(SCC(=O)Nc2ccc3c(c2)CCC3)[nH]c1=O,-1.9
CCc1c(O)nc(SCC(=O)N2CCCCC2)n(-c2ccccc2C)c1=O,0.68
COc1cccc(-c2nc(CS(=O)(=O)CC(=O)N3CCN(C)CC3)c(C)o2)c1,-0.0088

# Next section
SMILES,Cav3 T inh
O=C(NCc1ccc(C(F)(F)F)cc1)C1CC(c2ccccc2C(F)(F)F)=NO1 (stereo not given),-1.7
CC(C)C(=O)c1c(C(C)C)nn2ccccc12,0.22
COCCn1c(SCc2nnc(-c3ccccc3)o2)nc2sc3c(c2c1=O)CCC3,-2.3
COC(C/C=C\[C@H](O)[C@@H](C)OCc1ccccc1)OC,-0.14
C/C(=C\[C@@H](NP(=O)(c1ccccc1)c1ccccc1)c1ccccc1)CO[Si](c1ccccc1)(c1ccccc1)C(C)(C)C,-1.3
N#CCCSCc1ccc2oc(C(=O)O)cc2c1,-0.71
CCCc1[nH]nc2c1C1(C(=O)N(C(C)C)c3ccccc31)C(C#N)=C(N)O2 (stereo not given),-0.5
CC(=O)c1ccc(N2CCN(C(=O)C3CCN(S(=O)(=O)Cc4ccccc4)CC3)CC2)cc1,0.72
Cc1ccc(-n2ncc3c(N4CCN(c5ccc(F)cc5)CC4)ncnc32)c(C)c1,0.55
O=C(Cn1cnc2c(nnn2Cc2ccc(F)cc2)c1=O)NCc1ccco1,-4.2*
CCN(CC)C(=O)Oc1ccc(NC(C)=O)cc1,-0.71
Cc1c(NC(=O)c2cccs2)cccc1C(=O)O,0.28
COc1cccc2c(=O)c(C(=O)O)c[nH]c12,-0.27
Cc1cc(C)cc(NC(=O)C(=O)NCCc2c[nH]c3ccccc23)c1,-1.2
Cc1cc(C)cc(-n2c(C)cc(C(=O)CSc3nnnn3C)c2C)c1,-2.2
CC(C)(C)OC(=O)N1CCC(c2cc(=O)n3[nH]c(-c4ccc(Cl)cc4)cc3n2)CC1,0.075
Oc1c(C(c2ccccc2)N2CCN(Cc3ccccc3)CC2)sc2ncnn12 (stereo not given),0.015
C#CCNC(=O)C1=C[C@@H](c2ccc(Br)cc2)C[C@@H](OCc2ccc(CO)cc2)O1,-1.2
CN=C(NC#N)SCC(=O)c1ccc(Cl)cc1Cl,-0.15
Cc1ccc2nc(/C(C#N)=N/O)[nH]c2c1,-0.82
O=C(C1CC1)N1CCN=C1SCc1cccc(F)c1,-0.27
Cn1c(=O)[nH]c2cc(Cl)cnc21,-2.4
O=c1cc(N2CCCCC2)[nH]c(=O)n1C1CCCCC1,1.4
CS(=O)(=O)N(CC(=O)NCCC1=CCCCC1)c1ccc2c(c1)OCO2,-0.13
O=C(O)CCN1C(=O)c2ccc(NC(=O)c3cccs3)cc2C1=O,0.14

# Part of the list above in order of molecular weight, low to high:
SMILES,Cav3 T inh
Cn1c(=O)[nH]c2cc(Cl)cnc21,-2.4
COc1cccc2c(=O)c(C(=O)O)c[nH]c12,-0.27
Cc1c(NC(=O)c2cccs2)cccc1C(=O)O,0.28
O=c1cc(N2CCCCC2)[nH]c(=O)n1C1CCCCC1,1.4
COC(C/C=C\[C@H](O)[C@@H](C)OCc1ccccc1)OC,-0.14
CN=C(NC#N)SCC(=O)c1ccc(Cl)cc1Cl,-0.15
Cc1cc(C)cc(NC(=O)C(=O)NCCc2c[nH]c3ccccc23)c1,-1.2
O=C(O)CCN1C(=O)c2ccc(NC(=O)c3cccs3)cc2C1=O,0.14
CCCc1[nH]nc2c1C1(C(=O)N(C(C)C)c3ccccc31)C(C#N)=C(N)O2 (stereo not given),-0.5
Cc1ccc(-n2ncc3c(N4CCN(c5ccc(F)cc5)CC4)ncnc32)c(C)c1,0.55
Oc1c(C(c2ccccc2)N2CCN(Cc3ccccc3)CC2)sc2ncnn12 (stereo not given),0.015
CC(C)(C)OC(=O)N1CCC(c2cc(=O)n3[nH]c(-c4ccc(Cl)cc4)cc3n2)CC1,0.075
COCCn1c(SCc2nnc(-c3ccccc3)o2)nc2sc3c(c2c1=O)CCC3,-2.3
C#CCNC(=O)C1=C[C@@H](c2ccc(Br)cc2)C[C@@H](OCc2ccc(CO)cc2)O1,-1.2
C/C(=C\[C@@H](NP(=O)(c1ccccc1)c1ccccc1)c1ccccc1)CO[Si](c1ccccc1)(c1ccccc1)C(C)(C)C,-1.3

# (next part)
SMILES,Cav3 T inh
Cc1oc2c(C)c(O)ccc2c(=O)c1-c1cnn(-c2ccccc2)c1,0.57
COCCN(C(=O)Cn1nnc2ccccc21)C(C(=O)NC1CCCCC1)c1ccc(OC)cc1OC (stereo not given),-0.79
COc1c(F)c(F)c(C(=O)Nc2ccccc2N2CCN(C(C)=O)CC2)c(F)c1F,-0.01
COc1ccc(Cl)cc1N1C(=O)C2CCCN2C1c1ccccc1F (stereo not given),-1.2
O=C1NC(c2ccncc2)C(C(=O)c2cccs2)C(O)(C(F)(F)F)N1 (stereo not given),-0.18
CC1(c2nnc(-c3ccncc3)o2)CC(c2c(Cl)cccc2Cl)=NO1 (stereo not given),0.043
C/C(=C\c1ccco1)C1C(C#N)=C(N)Oc2n[nH]c(-c3ccc(C)cc3)c21 (stereo not given),0.12
CCCN(CCC)c1nc(N)nc(-c2cc(Cl)ccc2OC)n1,-1.2
CCOc1ccc(C2SCC(=O)N2c2c(C)n(C)n(-c3ccccc3)c2=O)cc1 (stereo not given),0.027
CCCC/C(O)=C1\C(=O)CC(C)(C)CC1=Nc1ccccc1OC,-1.9
CCOC(=O)C(NC(=O)CC)C(O)c1cccc([N+](=O)[O-])c1 (stereo not given),0.81
O=C(CSc1ncn(-c2ccccc2)n1)NCc1ccccc1,0.16
C=CCNc1ncnc2c1[nH]c1ccccc12,1.7
Cc1ccc(NC(=O)C(C)Sc2nc(=O)cc(N)n2-c2ccccc2)cc1 (stereo not given),-0.76
Cc1ccc(C#N)c(SCc2cc3c(cc2Cl)OCO3)n1,0.15
O=C(CN1C(=O)C2CC=C(Cl)CC2C1=O)Nc1ccc(C(=O)O)cc1 (stereo not given),-0.0062
CCOC(=O)c1nnn(-c2nonc2-n2cccc2)c1CN1CCC(C(=O)OCC)CC1,-1.3
O=C(Nc1nc2n(n1)C(c1ccccc1)C=C(c1ccccc1)N2)c1ccco1 (stereo not given),-2.5
CCCNC(=O)C1(CC2CC(c3ccccc3)=NO2)CCN(C(=O)Cc2ccc(F)cc2)CC1 (stereo not given),0.32
CC(=O)c1ccc(N2CCN(C(=O)c3ccc(Br)cc3)CC2)c(F)c1,-0.43
OC(C#CCN1CCCC1)c1ccccc1 (stereo not given),0.93
O=c1c2c([nH]c3ccccc13)C(=C1CCCC1)CC2,0.38
CNc1nc(C)c(C(=O)OCc2ccccc2)s1,-0.0045
O=C(Cc1ncc(C(F)(F)F)cc1Cl)Nc1cccc(Br)c1,-4.7*
O=C(CS(=O)(=O)Cc1ccccc1)N1CCN(c2cccc(C(F)(F)F)c2)CC1,-4.3*

# New compounds follow:
SMILES,Cav3 T inh
Cc1ccc(OC(F)F)c(NC(=O)Nc2cccc(C(F)(F)F)c2)c1,0.055
O=C(CC12CC3CC(CC(C3)C1)C2)N1CCCOC1,0.98
O=c1[nH]c(Cc2ccccc2)nc2c1oc1ccccc12,0.4
Cc1cc(Cl)c(S(=O)(=O)N(C)C)cc1OCC(N)=O,-0.41
COc1ccccc1Cn1c(=O)c2ccccc2n2c(Sc3ncnc4sccc34)nnc12,1.6
N#Cc1nc(Cc2cccc3ccccc23)oc1NCCCn1ccnc1,-0.85
CCOc1ccc(-c2[nH]nc3c2C(c2cccnc2)C(C#N)=C(N)O3)cc1 (stereo not given),0.96
O=C(COC(=O)c1cc(S(=O)(=O)N2CCOCC2)ccc1O)NCC1CCCO1 (stereo not given),1
COc1ccccc1-n1nnnc1SCc1cc2c(cc1Br)OCO2,-1.4
CCOC(=O)N1CCC(NC(=O)c2cc(C(=O)NCc3ccc(F)cc3)ccc2CO)CC1,0.26
Cc1cc(OC(C)C)nc(-c2ccccc2O)n1,0.34
CCO[C@@H]1OC(C(=O)O)=C[C@H](c2ccc(C(F)(F)F)cc2)[C@H]1CCCO,0.25
CC(=O)c1c(C(C)=O)c(C)n(Cc2ccc3c(c2)OCO3)c1C,0.58
CC(C)C(=O)Nc1ccc(C(=O)NNC(=O)CCCOc2ccc(Cl)cc2Cl)cc1,-0.094
COc1ccc2cc(CCNC(=O)C(C)(C)C)c(=O)[nH]c2c1,0.77
CCCCOC(=O)Nc1nnc(CC)s1,0.7
Cc1nn(Cc2ccccc2Cl)c2sc(C(=O)NC(C)(C)C)cc12,-1.1
CC(C(=O)N1CCN(c2ccccc2)CC1)N1C(=O)C2CC=CCC2C1=O (stereo not given),-0.17
CCCCC1=CC2=CC(=O)C(C)(OC(=O)CC)C(=O)C2=CN1C(CO)CO (stereo not given),0.59
Cc1ccc(Cl)cc1N1CCN(C(c2ccc(C#N)cc2)c2nnnn2C2CCCC2)CC1 (stereo not given),-2.6
COc1cc2c(C(=O)NCc3ccc4c(c3)OCO4)cn(C)c(=O)c2cc1OC,1.4
Cc1cc(C(=O)O)ccc1-n1c(C)ccc1C,-0.096
O=C(OCC(=O)N(C1CCCCC1)C1CCCCC1)c1cnccn1,1
COc1ccccc1NC(=O)CSc1ncnc2c1oc1ccccc12,-0.68
CC(C)=C1SC(N2CCN(c3cccc(C)c3)CC2)=NC1=O,0.76
CCN1C(=O)NC2C1N(S(C)(=O)=O)CCN2S(C)(=O)=O (stereo not given),0.68
CCC(C)n1cnc2c(c1=O)c1nc3ccccc3nc1n2Cc1ccccc1OC (stereo not given),-0.18

# Reformatted: 2 of the compounds above
Compound | Cav3 T inh
COc1ccccc1NC(=O)CSc1ncnc2c1oc1ccccc12 | -0.68
CC(C)=C1SC(N2CCN(c3cccc(C)c3)CC2)=NC1=O | 0.76

# Screening results deposited in PubChem BioAssay by Vanderbilt High Throughput Screening Facility.

# These rows are one share of the data, so the mix of outcomes need not match the whole.
